MrgX1 antagonist: human MrgX1 receptor antagonism, primary screen | MRGX1-HEK293 calcium flux, Fluo-4, BAM8-22 antagonism; stronger effect = lower value | B-score at 10 µM | 310,000 compounds, 1.3% hits | AID 588676;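 active = calcium-response B-score plate-corrected more than 3 library SD below zero, starting fluorescence within 5 deviations, no agonist response on first addition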;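 note: peak minus trough fluorescence over baseline after final BAM8-22 challenge near maximal dose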
TRPC6 act: activates the mouse TRPC6 cation channel; B-score at 10 µM; Q61143; 310,000 compounds, 0.13% hits; HEK293-TRPC6 membrane potential dye fluorescence; stronger effect = higher value; AID 2550;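 active = B-score of the integrated fluorescence ratio above library mean plus 3 SD, and starting fluorescence ratio within library mean plus 5 SD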;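 note: higher score means more depolarization so channel activation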
Target sequence (Q61143 whole entry, looked up): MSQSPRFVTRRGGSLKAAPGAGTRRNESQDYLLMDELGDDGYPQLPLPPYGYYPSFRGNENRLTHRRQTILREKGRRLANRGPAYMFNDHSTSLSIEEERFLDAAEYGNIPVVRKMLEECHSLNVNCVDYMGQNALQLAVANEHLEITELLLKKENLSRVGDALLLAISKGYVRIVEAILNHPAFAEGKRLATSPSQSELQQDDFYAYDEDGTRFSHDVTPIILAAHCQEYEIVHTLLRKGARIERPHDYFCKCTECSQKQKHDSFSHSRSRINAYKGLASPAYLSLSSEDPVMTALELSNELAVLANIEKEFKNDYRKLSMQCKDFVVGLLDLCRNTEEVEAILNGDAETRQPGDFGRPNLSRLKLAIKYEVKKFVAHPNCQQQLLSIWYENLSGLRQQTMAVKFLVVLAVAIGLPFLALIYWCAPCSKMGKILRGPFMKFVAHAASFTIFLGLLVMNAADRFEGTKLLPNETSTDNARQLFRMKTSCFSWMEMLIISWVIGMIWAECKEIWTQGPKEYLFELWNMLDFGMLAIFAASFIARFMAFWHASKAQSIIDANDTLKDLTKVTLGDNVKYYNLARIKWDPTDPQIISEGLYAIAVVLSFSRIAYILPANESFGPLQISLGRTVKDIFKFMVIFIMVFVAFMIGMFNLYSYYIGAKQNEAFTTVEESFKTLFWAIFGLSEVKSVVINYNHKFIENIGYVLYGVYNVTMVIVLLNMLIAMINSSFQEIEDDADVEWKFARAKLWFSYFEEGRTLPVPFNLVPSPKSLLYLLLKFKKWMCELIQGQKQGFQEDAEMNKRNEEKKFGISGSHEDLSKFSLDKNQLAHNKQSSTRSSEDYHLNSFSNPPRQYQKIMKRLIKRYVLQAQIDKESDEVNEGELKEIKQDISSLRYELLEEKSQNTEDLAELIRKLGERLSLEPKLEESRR
RGS4 act: potentiators or activators of RGS4. 310,000 compounds, 0.92% hits. B-score at 10 µM. HEK293 M3R/inducible RGS4, carbachol calcium flux Fluo4; stronger effect = lower value;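 active = B-score of the integrated calcium signal more than 4 SD below the library mean, with starting fluorescence not abnormally high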;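 note: negative B-score means reduced calcium response which marks RGS4 activation or potentiation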
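System: HEK293 FlpIn-TREx cells, stable M3R, doxycycline-inducible RGS4. Timing: overnight RGS4 induction, 30 min dye load 37 °C, 20 min compound RT. Also added: carbachol, ECmax concentration. Measured by: Fluo4 fluorescence kinetic imaging of calcium. Evaluation: integrated calcium ratio converted to B score.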
TRPC6 inh: blocks the mouse TRPC6 cation channel; 310,000 compounds, 1.1% hits; Q61143; HEK293-TRPC6, membrane potential dye, ACh-evoked depolarization; stronger effect = lower value; AID 2553; B-score at 10 µM;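 active = B-score under library mean minus 3 SD, initial fluorescence not abnormally high, positive integrated signal ratio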;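 note: B-score derived from integrated fluorescence ratio over the kinetic read; more negative B-score means stronger inhibition of depolarization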
TRPC4 block: blocks the mouse TRPC4 cation channel; Q9QUQ5; HEK293 TRPC4beta/mu-opioid, DAMGO-evoked Fluo4 calcium flux; stronger effect = lower value; B-score at 10 µM; 300,000 compounds, 0.39% hits; AID 2247;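 active = B-score over 3 SD under the library average, no early fluorescence shift, positive overall ratio signal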
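material = TRPC4beta/mu-opioid receptor HEK293 cell line | probe or stimulus = sequential submaximal and maximal DAMGO stimulation | compound dosing = one concentration per compound | measured by = Fluo4 Ca2+ flux fluorescence | evaluation = integrated fluorescence ratio relative to baseline, converted to per-well B score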
HIF activator: HIF pathway transcriptional activation. activation, % at 7.5 µM (by protocol). U2OS HRE-luciferase reporter, luminescence; normalized: DMSO 0%, desferrioxamine 100%. AID 1910. 300,000 compounds, 0.32% hits;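 active = mean activation of at least 10% of the iron chelator positive control signal, with at least half of replicates also reaching 10%; inconclusive = mean and replicate majority disagree about reaching 10%; inactive = mean and most replicates under 10%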
SKKanGAS inh: blocks kanamycin growth of S. pyogenes SKKanGAS strain. inhibition, % at 7.5 µM. BacTiter-Glo, 6 h. 300,000 compounds, 1.3% hits. AID 1662;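 active = mean replicate score, as percent of positive control median, at least 50; inconclusive = mean below 50 but one replicate at or above 50; inactive = mean and every replicate below 50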;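 note: strain carries kanamycin resistance gene driven by streptokinase promoter and grows in 40 µg/ml kanamycin; loss of luminescence reflects streptokinase promoter inhibition or plain growth inhibition; 0% = median of DMSO wells and 100% = positive control at its reference dose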
RGS4 inh: human RGS4 inhibition | P49798 | HEK293 M3R/RGS4 inducible, Fluo-4 calcium flux; stronger effect = higher value; triggered by carbachol at its EC20 | B-score at 10 µM | 310,000 compounds, 0.45% hits | AID 463165;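 active = B-score, a plate-corrected calcium signal, over three deviations above library mean, with baseline fluorescence within five deviations of library mean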;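 note: RGS4 expression induced by doxycycline in cells with stable M3 receptor; B-score is computed from the integrated fluorescence ratio over baseline after carbachol; higher B-score means a larger calcium signal and so more RGS4 inhibition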
MrgX1 allo act: allosterically activates human MrgX1 receptor signaling. Q96LB2. MrgX1-HEK293, Fluo-4 calcium flux, FDSS; stronger effect = higher value. B-score at 10 µM. 310,000 compounds, 0.63% hits. AID 588675;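 active = plate-corrected calcium response at least 3 library SD above typical, normal starting fluorescence, not activating the receptor alone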;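 note: compound read alongside a low EC10 to EC30 dose of BAM8-22 agonist; peak minus trough fluorescence over baseline measured at the second addition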
MrgX1 agonist: activates human MrgX1 receptor signaling; 310,000 compounds, 0.44% hits; MrgX1-HEK293 cells, Fluo-4 calcium fluorescence, agonist mode; stronger effect = higher value; B-score at 10 µM;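 active = calcium response B-score plate-corrected fluorescence ratio at least 3 library SD, with starting fluorescence B-score inside 5 SD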
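Material: MrgX1-expressing HEK293 cells; input: 15,000 cells per well; doses: test compound given as first of three sequential additions; schedule: overnight plating before 1 h dye loading; technique: Fluo-4 NW calcium-flux fluorescence, kinetic read; evaluation: baseline-normalised fluorescence change ratio, B-scored; control set: plate-wise positive and negative controls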
Platelet DG rel: platelet dense granule release activity; human platelet-rich plasma, SFLLRN dense granule ATP release, luminescence; inhibition, %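 (compounds screened at 7.5 µM in platelet-rich plasma)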; 300,000 compounds, 0.22% hits;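 active = mean replicate score, as percent of positive control, at or above 50; inconclusive = mean below 50 but at least one replicate at or above 50; inactive = mean and every replicate below 50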
Starred values were filed as active, the others as inactive; i = inactive; ? = inconclusive; nt = no result given.

smiles	MrgX1 agonist	RGS4 inh	TRPC6 act	TRPC4 block	RGS4 act	TRPC6 inh	MrgX1 antagonist	Platelet DG rel	HIF activator	MrgX1 allo act	SKKanGAS inh
CC(=O)Nc1ccc(S(=O)(=O)n2cnc(C)c2)cc1	i	i	i	i	i	i	i	4	-0.4	i	-6
Cc1ccc(C(=O)NNC(=O)C(C)Oc2ccccc2F)cc1S(=O)(=O)N1CCOCC1 (stereo not drawn)	i	i	i	i	i	i	i	-7	-0.7	i	-6
O=C(c1cccc([N+](=O)[O-])c1)N1CCN(c2cccc(Cl)c2)CC1	i	i	i	i	i	i	i	-3	2.4	i	-10
COCc1nnc(NC(=O)CCSc2ccccc2)s1	i	i	i	i	i	i	i	-4	1.6	i	0
NC(=O)COc1ccc(NC(=O)OCc2ccccc2)cc1	i	i	i	i	i	i	i	5	0.9	i	-3
CCC(NS(=O)(=O)c1ccc2c(c1)Cc1cc(S(=O)(=O)NC(CC)C(=O)O)ccc1-2)C(=O)O (stereo not drawn)	i	i	i	i	i	i	i	3	0.1	i	3
Cc1ccc(Sc2ccc(NC(=O)CCl)cc2)c(C)c1	i	i	i	i	i	i	i	2	-0.1	i	-8
COc1ccc(/C=C2/C(=O)N(c3ccccc3)N=C2C)cc1	i	i	i	i	i	i	i	0	0.0	i	-3
COc1ccc(C(C)=O)c(OC(=O)c2ccco2)c1	i	i	i	i	i	i	i	-11	0.0	i	-3
O=C(COC(=O)c1ccc(Br)c(S(=O)(=O)N2CCOCC2)c1)NCC1CCCO1 (stereo not drawn)	i	i	i	i	i	i	i	-8	-0.4	i	5
CCCS(=O)(=O)N1CCCC(C(=O)NCCCN(CC)c2cccc(C)c2)C1 (stereo not drawn)	i	i	i	i	i	i	i	4	-0.2	i	3
CCOC(=O)c1cc2c(=O)n3cccc(C)c3nc2n(CC2CCCO2)c1=NC(C)=O (stereo not drawn)	i	i	i	i	i	i	i	41	-0.1	i	12
Cc1nc2ccc(NC(=S)NC3CC3)cc2nc1C	i	i	i	i	i	i	i	3	0.1	i	1
CC(C)C(=O)Nc1cccc(NC(=O)c2cccc(Br)c2)c1	i	i	i	i	i	i	i	8	0.2	i	-12
C=CCc1ccccc1OCCOc1ccc([N+](=O)[O-])cc1/C=N/NC(N)=O	i	i	i	i	i	i	i	17	0.0	i	3
O=C(COc1ccc(C(=O)c2ccccc2)cc1)NC1CCCCC1	i	i	i	i	i	i	i	?	-1.4	i	-6
CC1CC(C)CN(C(=O)CCC(=O)Nc2nnc(C3CCCCC3)s2)C1 (stereo not drawn)	i	i	i	i	i	i	i	-5	0.1	i	-4
C=CCNC(=O)COC(=O)COc1ccc(Cl)cc1	i	i	i	i	i	i	i	-2	0.9	i	-1
CCc1ccccc1NC(=O)Cn1nc(C)n2cccc2c1=O	i	i	i	i	i	i	i	7	-0.3	i	-3
Cc1c(NC(=O)Nc2ccccc2Cl)sc(=S)n1C	i	i	i	i	i	i	i	-3	0.1	i	10
COCCn1c(C)cc(C2=NNC(=Nc3ccc(F)cc3)SC2)c1C	i	i	i	i	i	i	i	-6	2.3	i	5
COc1ccccc1C(=O)NC(=S)Nc1ccc(NC(=O)c2ccco2)cc1	i	i	i	i	i	i	i	10	-1.6	i	?
COc1ccc(C(=O)OCC(=O)N2CCCC2=O)c(OC)c1	i	i	i	i	i	i	i	-11	0.8	i	-15
Cc1nn(-c2ccccc2)c(N2CCCC2)c1/C=N/NC(=O)c1cc(-c2cccnc2)nc2ccccc12	i	i	i	i	i	i	i	2	-0.8	i	26
COc1ccccc1C1C(C(=O)c2cc3ccccc3o2)=C(O)C(=O)N1CCN1CCOCC1 (stereo not drawn)	i	i	i	i	i	i	i	-5	-0.1	i	2
Cc1c(C(C)(C)O)[nH]c2ccc(C(F)(F)F)cc12	i	i	i	i	i	i	i	1	2.1	i	11
Cc1ccc2c(CN(C)Cc3ccc(Cl)cc3)cc(=O)oc2c1	i	i	i	i	i	i	i	2	0.7	i	17
CCCOc1ccc(/C=N/O)cc1	i	i	i	i	i	i	i	4	1.8	i	-3
CN(Cc1ccccc1)c1nc(N)nc(Cl)c1C=O	i	i	i	i	i	i	i	10	-0.2	i	-6
CCc1ccc(NC(=O)C(C)OC(=O)c2ccc(N3CCCC3)c([N+](=O)[O-])c2)cc1 (stereo not drawn)	i	i	i	i	i	i	i	0	-0.5	i	-1
O=c1[nH]nc(Cc2ccccn2)c2ccccc12	i	i	i	i	i	i	i	0	-0.3	i	-16
NC(=O)c1ccc(NC(=O)CS(=O)(=O)c2cn(CC(=O)N3CCCCC3)c3ccccc23)cc1	i	i	i	i	i	i	i	-8	0.4	i	-4
COc1ccc(C(=O)COC(=O)C(CCSC)NS(=O)(=O)c2ccc(Cl)cc2)cc1 (stereo not drawn)	i	i	i	i	i	i	i	-12	-0.1	i	10
COc1ccc(CCC(=O)N(C)CC(=O)Nc2ccc(N3CCOCC3)cc2)cc1	i	i	i	i	i	i	i	2	-0.3	11*	0
CCOc1cc(/C=N/O)cc(Br)c1OCc1ccc(Cl)cc1	i	i	i	i	i	i	i	-2	-2.6	i	4
CCOC(=O)C1CCCN(C(=O)c2cccc3ccccc23)C1 (stereo not drawn)	i	i	i	i	i	i	i	2	-0.5	i	-2
Cc1cc(C)n(-c2nc3ccccc3nc2N2CCN(C(=O)c3ccc(Cl)cc3)CC2)n1	i	i	i	i	i	i	i	-7	-0.4	i	15
O=C(/C=C/c1cccc(Br)c1)NCC1CCCCC1	i	i	i	i	i	i	-7*	-4	0.6	i	10
CCOCC(=O)Nc1cccc(C(=O)OCC)c1	i	i	i	i	i	i	i	-6	0.1	i	-16
COC(=O)CCCC[C@H]1SC[C@H]2NC(=O)N[C@]21O	i	i	i	i	i	i	i	-4	0.0	i	2
CCCN1CCN(CCCNC(=O)c2ccccc2NC(=O)C2=C(C)OCCS2)CC1	i	i	i	i	i	i	i	8	0.5	i	1
COc1ccc(C(C)=O)cc1COC(=O)Cc1cc(OC)c(OC)c(OC)c1	i	i	i	i	i	i	i	-2	-0.4	i	3
Cc1sc2nc(C3CCCCC3)nc(SCC(=O)N3CC(=O)Nc4ccccc43)c2c1C	i	i	i	i	i	i	i	-4	nt	i	20
O=C(CN(C(=O)c1csnn1)c1cccc2ccccc12)NC1CCCC1	i	i	i	i	i	i	i	-5	-0.1	i	-7
CCNC(=O)Cc1c(OC)ccc2cc(Br)ccc12	i	i	i	i	i	i	i	-2	-0.7	i	1
COc1ccc2oc(-c3ccco3)cc(=O)c2c1	i	i	i	i	i	i	i	10	2.8	i	16
Cn1cc(C(=O)NC2CCCCCC2)c(=O)c2cc(S(=O)(=O)N3CCCC3)ccc21	i	i	i	i	i	i	i	6	-2.0	i	3
Cc1ccc(C)c(NC(=S)N2CCN(S(=O)(=O)c3ccccc3)CC2)c1	i	i	i	i	i	i	i	2	-0.6	i	10
O=c1c(Cc2c(F)cccc2Cl)c(O)ccn1CCCn1ccnc1	i	i	i	i	i	i	i	2	-0.5	i	-3
Cc1ccc(C(=O)C[n+]2ccc(Cc3ccccc3)cc2)cc1	i	i	i	i	i	i	i	-6	-0.4	i	-4
COc1cccc(CN(Cc2cccnc2)S(=O)(=O)c2ccc(-n3cnnn3)c(C)c2)c1OC	i	i	i	i	i	i	i	-2	-0.2	i	4
CC(CCCC(C)(C)O)NCc1cn[nH]c1-c1ccc2c(c1)OCO2 (stereo not drawn)	i	i	i	i	i	i	i	1	-0.8	i	-1
CCc1c(C)nc(N2CCOCC2)[nH]c1=O	i	i	i	i	i	i	i	4	-0.1	i	2
CCOc1cccc(CN2CCCC(CCC(=O)NCc3ccccc3F)C2)c1O (stereo not drawn)	i	i	i	i	i	i	i	0	0.1	i	5
O=C(N/N=C/c1ccc[nH]1)c1ccc(Cl)cc1	i	i	i	i	i	i	i	-3	0.5	i	-6
Cc1sc2ncnc(NCCCO)c2c1C	i	i	i	i	i	i	i	-7	0.1	i	-2
Cn1cnnc1SCC(=O)N1CCc2ccccc21	i	i	i	i	i	i	i	2	-1.2	i	3
Cc1nnsc1C(=O)NC(C)c1ccccc1 (stereo not drawn)	i	i	i	i	i	i	i	10	0.1	i	2
CC(=O)N1CCc2c(sc(NC(=O)c3ccc([N+](=O)[O-])o3)c2C#N)C1	nt	i	i	i	i	i	nt	5	0.5	nt	15
O=C(Cn1c(/C=C/c2ccccc2)nc2ccccc21)Nc1ccc(F)cc1	i	i	i	i	i	i	i	7	3.0	i	35

The results go on.
smiles	MrgX1 agonist	RGS4 inh	TRPC6 act	TRPC4 block	RGS4 act	TRPC6 inh	MrgX1 antagonist	Platelet DG rel	HIF activator	MrgX1 allo act	SKKanGAS inh
CCn1nnc(-c2ccccc2NC(=O)C(F)(F)F)n1	i	i	i	i	i	i	i	2	0.6	i	-3
COc1ccc(Nc2nc(N)nc(CSC(=S)N3CCCCC3C)n2)cc1 (stereo not drawn)	i	i	i	i	i	i	i	32	2.1	i	5
CN1CCN(C(=O)C2=C[C@H](c3ccccc3)C[C@H](OCc3ccc(CO)cc3)O2)CC1	i	i	i	i	i	i	i	4	-0.2	i	-2
O=S(=O)(Cc1cccc(C(F)(F)F)c1)c1ncn[nH]1	i	i	i	i	i	i	i	3	-1.0	i	9
CCNc1cc(=O)n(C)c(=O)n1C	i	i	i	i	i	i	i	1	-0.1	i	-3

Screens (PubChem)
